# Screens from PubChem.
# AddAB inh: growth inhibition of E. coli expressing H. pylori AddAB, primary screen, AddAB inhibitor project, absorbance; inhibition, % at 11.9 µM; 330,000 tested, 0.29% active; in the data active = inhibition above about 12%;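 also: 0% = vehicle wells of infected cells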
# phage Ecoli inh: growth loss of phage-infected E. coli, primary screen, RecBCD inhibitor project, absorbance, with phage, HTS; inhibition, % at 11.9 µM; 360,000 tested, 0.26% active; AID 651602, 2012; in the data active = inhibition above about 11%
# CAL PDZ FP-1: untagged CAL PDZ binding inhibitors, primary screen, biochemical, fluorescence polarization, HTS; AID 602252, 2012; inhibition, % at 24.9 µM; 300,000 tested, 0.92% active; purified CAL PDZ, TMR-peptide fluorescence polarization, 1 h;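 active = mean inhibition of at least 30% with at least half of replicates also reaching 30%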;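 also: 0% = DMSO neutral control and 100% = excess unlabeled competitor peptide PRC23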
# SR-BI HDL uptake: inhibitors of SR-BI mediated HDL lipid uptake, primary screen, ldlA[mSR-BI] cells, fluorescence, single point. ldlA[mSR-BI] CHO cells, DiI-HDL uptake fluorescence, 3 h. inhibition, % at 12.5 µM. 320,000 tested, 0.96% active. AID 488896, 2010;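 active = mean replicate inhibition of at least 70% and a set share of replicates each scoring 70 or more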;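 also: 0% = median of neutral control wells and 100% = median of positive control wells; values of inactives mirror those of a sister screen read the other way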
# Target sequence (Q61009 whole entry, looked up): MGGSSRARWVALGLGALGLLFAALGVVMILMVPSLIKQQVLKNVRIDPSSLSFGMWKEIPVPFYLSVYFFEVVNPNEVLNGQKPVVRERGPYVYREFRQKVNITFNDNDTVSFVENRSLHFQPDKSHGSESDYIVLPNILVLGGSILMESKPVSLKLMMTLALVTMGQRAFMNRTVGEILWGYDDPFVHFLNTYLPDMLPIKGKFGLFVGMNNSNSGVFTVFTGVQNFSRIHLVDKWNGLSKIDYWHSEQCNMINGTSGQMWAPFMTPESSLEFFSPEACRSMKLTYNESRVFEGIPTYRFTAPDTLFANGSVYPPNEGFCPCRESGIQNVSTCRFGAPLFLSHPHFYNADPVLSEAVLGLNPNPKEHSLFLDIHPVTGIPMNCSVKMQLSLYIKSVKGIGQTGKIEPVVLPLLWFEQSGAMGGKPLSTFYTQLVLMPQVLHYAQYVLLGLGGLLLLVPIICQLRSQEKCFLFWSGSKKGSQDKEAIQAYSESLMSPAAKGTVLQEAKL
# Wnt bcat act: Wnt/beta-catenin pathway activators, primary screen, cell-based, plate reader, single point. activation, % at 9.35 µM. Wnt/beta-catenin reporter cell assay, activator. 300,000 tested, 1.2% active; in the data active = activation above about 30%, passing the limit was not always enough;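 also: 0% = neutral control wells and 100% = positive control wells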
# Tat transport: E. coli Tat export inhibitors, primary screen, MC4100, TorA-mCherry reporter, fluorescence, single point; inhibition, % at 10 µM; 340,000 tested, 0.036% active;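 active = mean replicate inhibition at least 50% and at least half of replicates individually reaching 50%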;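 also: exported cargo escapes ClpAP degradation while cytoplasmic cargo is degraded and loses fluorescence; 0% = median of neutral control wells and 100% = median of NaSCN control wells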
# CAL PDZ FP-2: CAL PDZ peptide-binding inhibitors, primary screen, biochemical, fluorescence polarization, Cer-tagged CAL PDZ, HTS. Golgi-associated PDZ and coiled-coil motif-containing protein (Homo sapiens), Q9HD26. purified CAL PDZ, TMR-peptide fluorescence polarization, 1 h. inhibition, % at 20 µM. 330,000 tested, 0.02% active. AID 504414, 2011;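 active = highest replicate inhibition of at least 40%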;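 also: plate controls were DMSO neutral control wells for no effect and unlabeled competitor peptide control wells for full effect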
#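 material = purified tagged CAL PDZ domain construct (CerCALP) | buffer or medium = sodium phosphate/NaCl buffer pH 7.4 with TCEP, IgG, Thesit | reagent = TMR-labelled reporter peptide T*-PRC34 bound in PDZ groove | incubation = 1 h room-temperature incubation prior to read | measured by = fluorescence polarization (mP) | evaluation = percent inhibition from loss of millipolarization | control set = unlabelled peptide and DMSO controls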
# E coli growth: E. coli V3065 growth inhibition, primary screen, counter-screen for AddAB inhibitor project, absorbance, OD600; 18 h; inhibition, % at 11.9 µM; 330,000 tested, 0.27% active; AID 449728, 2010;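 active = inhibition above the campaign's mean inhibition across all tested compounds plus 3 SD, cut at about 9.9% in these data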;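 also: uninfected addAB+ strain grown without phage in ampicillin broth; 0% = DMSO wells and 100% = ciprofloxacin 0.95 µg/ml wells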
# MITF TRPM1 HTS: activators of MITF-driven TRPM1 promoter reporter, primary screen, cell-based, SK-MEL-5, luciferase, single point; SK-MEL-5 TRPM1-promoter luciferase, 24 h; % of positive control, neutral wells = 0; activation, % at 12.5 µM; 300,000 tested, 0.75% active;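 active = mean activation of at least 80% with every replicate also reaching 80%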;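 also: 0% = neutral control wells and 100% = parthenolide positive control wells; values of inactives mirror those of a sister screen read the other way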
# SR-BI DiI-HDL act: activators of SR-BI mediated DiI-HDL uptake, primary screen, ldlA[mSR-BI] CHO cells, DiI fluorescence; 320,000 tested, 0.096% active; 3 h; 100 = double the neutral-control signal; activation, % at 12.5 µM;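 active = mean replicate activation of at least 60% and every replicate at or above 60%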;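 also: 0% = median plate neutral-control signal and 100% = twice that signal; values of inactives mirror those of a sister screen read the other way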
#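 System: LDL receptor-deficient CHO ldlA cells overexpressing murine SR-BI | Timing: 3 h uptake period with compound, 37 °C | Medium: HEPES-buffered (25 mM, pH 7.4) F12 plus 0.5% BSA | Dosing: Single-point compound dose | Signal: Bottom-read fluorescence, 550/595 nm | Read-out: Retained DiI signal reflecting DiI-HDL uptake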
# * marks the source's active call; other numbers are inactive results; · = not tested or not shown.
SMILES,AddAB inh,phage Ecoli inh,CAL PDZ FP-1,SR-BI HDL uptake,Wnt bcat act,Tat transport,CAL PDZ FP-2,E coli growth,MITF TRPM1 HTS,SR-BI DiI-HDL act
O=C(NCc1ccccc1)c1nc2c(nnn2Cc2cccc(Cl)c2)c(=O)[nH]1,1.6,3.1,6,0,-3,-17,-1.1,0.1,6,0
CC1CCN(C(=O)c2ccc3c(c2NCCO)C(=O)c2ccccc2C3=O)CC1,2.0,1.7,-2,2,·,11,0.7,-0.7,-4,-2
CC(=O)Nc1ccc(S(=O)(=O)N2CCC(NC(C)=O)(c3cccc(F)c3)CC2)cc1,0.5,1.9,-3,-8,·,11,0.8,0.8,-17,8
COC(=O)CC1C(=O)NCCN1C(=O)CSc1nnc(Nc2ccc(OC)cc2)s1 (stereo not drawn),3.5,0.7,-6,-24,-6,-8,0.0,-0.7,1,24
COc1ccc(N2CCN(C(=O)CSc3nnc(NC(=O)C4CCC4)s3)CC2)cc1,-2.3,1.5,-3,0,-1,-6,-0.9,-2.8,-8,0
C[n+]1ccc(/C=C/c2ccccc2O)c2ccccc21,0.9,0.9,2,59,1,-1,-0.2,0.2,-8,-59
CCCOC(=O)Nc1cc(OC)c(Cl)cc1OC,0.4,4.4,0,39,1,-4,-0.1,1.9,-11,-39
O=C(c1cc(-c2cccc(Br)c2)nc2ccccc12)N1CCCC1,4.4,0.6,-4,25,-1,9,-0.7,1.4,-15,-25
Cc1ccc(C)c(NC(=O)CN(C)C(C)C(=O)N2CC(C)CC(C)C2)c1 (stereo not drawn),·,3.0,-2,-1,-5,16,-1.7,·,-5,1
C[C@H]1CN([C@@H](C)CO)C(=O)Cc2cc(NC(=O)CCC(F)(F)F)ccc2O[C@H]1CN(C)CC1CC1,3.2,1.6,-2,-17,-1,4,-0.4,0.1,13,17
Cc1c(C)c2ccc(OCC(=O)NC(Cc3ccc(Cl)cc3)C(=O)O)cc2oc1=O (stereo not drawn),2.2,1.7,0,-22,-1,-1,-0.3,-1.2,1,22
Fc1ccc(-c2nc3c(-c4ccccc4)cnn3cc2CCN2CCOCC2)cc1,0.8,0.9,-2,6,-4,3,-0.2,-0.4,-18,-6
COc1ccc(C2=NOC(C(=O)Nc3cc(Br)ccc3O)C2)cc1OC (stereo not drawn),1.5,1.5,·,-11,·,-8,-0.2,2.0,5,11
Cc1ccc(S(=O)(=O)N2[C@@H](c3ccccc3F)C(C(=O)O)=CC[C@H]2c2ccc(Cl)c(Cl)c2)cc1,1.0,2.3,-7,-16,-2,-6,-1.3,-2.8,-3,16
CC(C)Cc1ccc(S(=O)(=O)N2CCN(C(=O)c3ccco3)CC2)cc1,-2.1,1.2,-1,-10,·,11,-3.1,-4.0,-2,10
COCCn1c(NC(=S)NC(=O)C23CC4CC(CC(C4)C2)C3)cc(=O)[nH]c1=O,-1.4,2.8,-9,·,2,3,-3.5,0.2,11,·
O=C(O)c1cn(-c2ccc(F)cc2)c2cc(N3CCNCC3)c(F)cc2c1=O,·,99*,-5,5,-1,114*,-0.8,·,3,-5
Cn1c(SCC(=O)NCCc2ccccc2)nc2c([nH]c3ccccc32)c1=O,1.6,2.6,-5,18,·,-4,-2.2,-2.0,-1,-18
Cc1ccc2c(C)c(C(=O)NCc3ccc(S(N)(=O)=O)cc3)oc2c1C,-0.2,2.3,0,7,-2,-10,0.1,-2.9,-3,-7
O=C(C[n+]1cccc2ccccc21)c1ccc(Cl)cc1,-1.0,2.3,-1,14,-2,8,-1.4,1.0,·,-14
COc1ccccc1Nc1cc(C(=O)NCc2cccnc2)c2ccccc2n1,1.1,-0.5,-2,·,-2,1,-1.8,-0.6,-2,·
O=C(NCCCN1CCOCC1)c1ccccc1NS(=O)(=O)c1cc([N+](=O)[O-])ccc1Cl,2.9,1.0,1,-36,6,-6,-2.1,-0.8,-11,36
O=C(Nc1c2c(nn1-c1ccc(Cl)cc1)CS(=O)(=O)C2)c1ccc2c(c1)OCO2,2.3,-0.6,·,-11,·,-6,0.1,-0.8,7,11
O=C1N=C(N2CCOCC2)S/C1=C\c1ccccc1OS(=O)(=O)c1ccccc1,2.9,-1.0,·,12,1,0,0.1,1.5,·,-12
NC(=O)C1CCN(c2nnnn2-c2ccccc2)CC1,3.1,-1.3,-2,-8,·,-7,-1.8,0.2,-15,8
CCN(C(=O)CSc1nc2nc(C)cc(C)n2n1)C1CCS(=O)(=O)C1 (stereo not drawn),-0.7,-0.8,-3,0,-2,-1,-1.1,1.2,14,0
CCCN(CCC)S(=O)(=O)c1cc(Br)cc2c1N(C(=O)CC)CC2,1.0,0.2,-1,8,-4,-1,-2.3,-2.4,·,-8
Cc1cc(C)c2nc(NC(=O)[C@@H](NC(=O)c3cccc(S(=O)(=O)N4CCOCC4)c3)C(C)C)sc2c1,-0.4,3.1,-2,37,-1,-4,-0.2,1.0,-42,-37
CC1=CCC2C(=O)N(c3cccc(C(=O)NC(C)c4ccccc4)c3)C(=O)C2C1 (stereo not drawn),-1.5,0.4,-1,12,2,-2,-0.4,1.9,5,-12
O=C(NNC1=NS(=O)(=O)c2ccccc21)c1cccc([N+](=O)[O-])c1,3.4,4.9,-2,10,0,11,0.4,-0.1,·,-10

# Compound profiles (already shown). Order of screens: AddAB inh | phage Ecoli inh | CAL PDZ FP-1 | SR-BI HDL uptake | Wnt bcat act | Tat transport | CAL PDZ FP-2 | E coli growth | MITF TRPM1 HTS | SR-BI DiI-HDL act
# Cn1c(SCC(=O)NCCc2ccccc2)nc2c([nH]c3ccccc32)c1=O as listed: 1.6 | 2.6 | -5 | 18 | · | -4 | -2.2 | -2.0 | -1 | -18
# Cc1cc(C)c2nc(NC(=O)[C@@H](NC(=O)c3cccc(S(=O)(=O)N4CCOCC4)c3)C(C)C)sc2c1 as listed: -0.4 | 3.1 | -2 | 37 | -1 | -4 | -0.2 | 1.0 | -42 | -37
# O=C(NCCCN1CCOCC1)c1ccccc1NS(=O)(=O)c1cc([N+](=O)[O-])ccc1Cl as listed: 2.9 | 1.0 | 1 | -36 | 6 | -6 | -2.1 | -0.8 | -11 | 36

# Following part
SMILES,AddAB inh,phage Ecoli inh,CAL PDZ FP-1,SR-BI HDL uptake,Wnt bcat act,Tat transport,CAL PDZ FP-2,E coli growth,MITF TRPM1 HTS,SR-BI DiI-HDL act
COc1ccc(/C=N/NC(=O)c2ccc(Br)cc2)cc1Cn1cc(Cl)cn1,0.2,3.2,2,42,1,4,-0.9,-2.8,3,-42
CCN(CC)C(=O)Cn1cc(C(=O)C(=O)N2CCN(C)CC2)c2ccccc21,-3.0,1.4,9,-21,-1,-4,1.8,3.6,5,21
C=C1CCN(c2ccc(C(=O)NCc3ccc(OC)cc3)cc2[N+](=O)[O-])CC1,4.2,2.5,-2,40,-4,-3,-1.5,-1.6,-4,-40
COc1ccc(/C=N/NC(=O)c2cccnc2)cc1CN1CCc2cc(OC)c(OC)cc2C1C (stereo not drawn),-1.9,0.9,27,14,2,1,-1.2,-0.6,-10,-14
COc1ccccc1C(=O)Oc1ccc2ccc(=O)oc2c1,3.9,0.4,-2,·,-1,-17,-1.7,-0.5,·,·
CCOC(=O)C1CCN(C(=O)Cc2ccc(C)cc2)CC1,2.7,4.2,-4,-3,-6,-4,·,1.4,10,3
CC(C)OC(=O)c1cc2c(=O)[nH]c(C(Cl)(Cl)Cl)nc2o1,1.5,4.1,-1,-7,0,-4,-2.5,-0.3,-19,7
O=C(Cn1ncc2c3ccccc3n(Cc3ccccc3)c2c1=O)NCc1ccccn1,0.1,-0.1,·,1,-2,-8,-1.3,-1.3,-8,-1
Cc1cccc(NC(=O)c2cc(Cl)nc3ccccc23)n1,-1.6,0.4,3,9,-2,3,-0.6,-3.4,-10,-9
Cc1ccc(NC(=O)COc2cccc(-n3cnnn3)c2)cc1S(=O)(=O)N1CCOCC1,0.6,6.9,-5,31,-7,-2,-1.5,-0.8,-7,-31
CC(C)N1CC(C(=O)Nc2ccc(Cl)c(Cl)c2)CC1=O (stereo not drawn),0.8,1.3,6,-24,1,-1,-1.5,2.2,-6,24
CCCN(CC(=O)Nc1ccccc1C)C(=O)CSc1ccccc1C,-1.2,-0.7,1,34,-6,-11,-2.3,-0.2,3,-34
COC(=O)c1c(CSc2ccc(C)c(C)c2)noc1C(=O)NCc1ccc(OC)cc1,-1.6,1.3,-3,51,-6,13,-0.4,-2.6,-1,-51
CN(C(=O)c1cccc(NC(=O)Cc2ccc(NC(=O)C3CCCN(C(=O)C4CCCCC4)C3)cc2)c1)C1CC1 (stereo not drawn),·,3.3,-3,68,0,-6,-0.5,·,-6,-68
CCOC(=O)C1[C@H]2C(=O)N(CCCOC)C[C@]23C=C[C@H]1O3 (stereo partly drawn),0.3,0.5,-3,-13,·,-6,·,1.0,-8,13
Cc1ccc(S(=O)(=O)CC(=O)c2ccc(C)c([N+](=O)[O-])c2)cc1,3.3,-0.2,-1,3,·,-8,-0.2,-1.4,2,-3
COc1cc(C(=O)O)cc(Br)c1OC1CCCC1,-0.9,0.9,0,1,·,7,-4.2,-0.7,-9,-1
CCCCN(C(=O)c1ccccc1F)c1c(N)n(CCC)c(=O)[nH]c1=O,1.6,2.1,1,-8,0,-1,-2.7,0.6,-22,8
CN(Cc1cccnc1)C(=O)c1ccc(Cl)c(NS(=O)(=O)c2ccc(F)cc2)c1,·,1.3,-5,-25,-1,-1,-1.1,·,-1,25
CCN(CC)C(=O)Oc1nnc(SC(C)C)n1-c1ccc(Cl)c(Cl)c1,2.0,-1.3,·,27,0,24,1.3,-1.0,-3,-27
CC(=O)OC(C(=O)NC1CCCCC1)c1ccccc1Cl (stereo not drawn),2.2,0.0,6,-6,0,-2,-0.4,-0.2,10,6
CCn1cc(C(=O)NCc2ccco2)c(=O)c2cc(S(=O)(=O)N3CCC(C)CC3)ccc21,5.7,1.7,1,15,-6,1,-0.2,-2.3,-7,-15
O=C(NC1CCCC1)C1CCN(C(=O)c2cccc(Cl)c2)CC1,0.5,1.4,5,·,1,-10,-1.9,-2.6,-6,·
CCOc1ccc(N2C(=O)C(CC(=O)Nc3ccc(F)cc3)N(Cc3ccccn3)C2=S)cc1 (stereo not drawn),-0.8,0.1,0,28,2,10,-0.3,1.1,1,-28
Cc1ccc(NC(=O)Cn2ccsc2=N)cc1S(=O)(=O)N(C)C,4.0,3.7,·,-7,-1,-8,-1.0,3.6,1,7
CCOC(=O)C1(CCOC)CCN(CC(C)Cc2ccc3c(c2)OCO3)CC1 (stereo not drawn),0.1,3.4,-3,-30,0,-3,·,-0.4,-6,30
